Source: PubChem BioAssay (several laboratories)
MrgX1 allo act – allosterically activates human MrgX1 receptor signaling. Q96LB2. MrgX1-HEK293, Fluo-4 calcium flux, FDSS; stronger effect = higher value. B-score at 10 µM. 310,000 compounds, 0.63% hits. AID 588675;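 active = plate-corrected calcium response at least 3 library SD above typical, normal starting fluorescence, not activating the receptor alone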;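 note: compound read alongside a low EC10 to EC30 dose of BAM8-22 agonist; peak minus trough fluorescence over baseline measured at the second addition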
ANO1 activ – mouse TMEM16A channel activation, primary screen. Q8BHY3. HEK293 TMEM16A/YFP-H148Q/I152L, iodide quench fluorescence; stronger effect = lower value. B-score at 10 µM. 340,000 compounds, 0.3% hits;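 active = fluorescence-ratio B-score plate-corrected deviation score at least 3 library SD below zero, with starting fluorescence score within 5 deviations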;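 note: channel opened by trigger with iodide after compound preincubation; score built on the fluorescence ratio of max minus min over baseline; more negative score means more quench and so TMEM16A activation or potentiation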
RGS4 pot – potentiators or activators of RGS4; HEK293 M3R/inducible RGS4, carbachol calcium flux Fluo4; stronger effect = lower value; B-score at 10 µM; 310,000 compounds, 0.92% hits; AID 463111;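 active = B-score of the integrated calcium signal more than 4 SD below the library mean, with starting fluorescence not abnormally high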;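 note: negative B-score means reduced calcium response which marks RGS4 activation or potentiation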
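System – HEK293 FlpIn-TREx cells, stable M3R, doxycycline-inducible RGS4 · Reagent – ECmax carbachol challenge · Times – compound preincubation 20 min at room temperature before agonist · Technique – Fluo4 fluorescence kinetic imaging of calcium · Measure – B score of integrated Fluo4 ratio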
HDAC3 inhib – human HDAC3 inhibition; O15379; recombinant HDAC3, fluorogenic peptide/trypsin coupled, fluorescence; inhibition, % at 8.3 µM; 320,000 compounds, 0.15% hits; AID 2718; in the data active = inhibition above about 26%, passing the limit was not always enough; inconclusive = no clear call, values can overlap the other calls
RGS4 inh – inhibitors of human RGS4; P49798; HEK293 M3R/RGS4 inducible, Fluo-4 calcium flux; stronger effect = higher value; triggered by carbachol at its EC20; B-score at 10 µM; 310,000 compounds, 0.45% hits; AID 463165;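 active = B-score, a plate-corrected calcium signal, over three deviations above library mean, with baseline fluorescence within five deviations of library mean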;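 note: RGS4 expression induced by doxycycline in cells with stable M3 receptor; B-score is computed from the integrated fluorescence ratio over baseline after carbachol; higher B-score means a larger calcium signal and so more RGS4 inhibition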
Target sequence (P49798 whole entry, looked up): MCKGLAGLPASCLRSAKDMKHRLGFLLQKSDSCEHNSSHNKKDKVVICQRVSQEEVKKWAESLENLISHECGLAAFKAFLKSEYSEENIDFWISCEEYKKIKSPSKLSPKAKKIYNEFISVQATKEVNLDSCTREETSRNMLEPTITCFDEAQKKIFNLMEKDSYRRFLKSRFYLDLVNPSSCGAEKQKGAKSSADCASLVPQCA
TRPC6 activator – activates the mouse TRPC6 cation channel; Q61143; 310,000 compounds, 0.13% hits; B-score at 10 µM; HEK293-TRPC6 membrane potential dye fluorescence; stronger effect = higher value;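 active = B-score of the integrated fluorescence ratio above library mean plus 3 SD, and starting fluorescence ratio within library mean plus 5 SD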;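 note: higher score means more depolarization so channel activation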
Target sequence (Q61143 whole entry, looked up): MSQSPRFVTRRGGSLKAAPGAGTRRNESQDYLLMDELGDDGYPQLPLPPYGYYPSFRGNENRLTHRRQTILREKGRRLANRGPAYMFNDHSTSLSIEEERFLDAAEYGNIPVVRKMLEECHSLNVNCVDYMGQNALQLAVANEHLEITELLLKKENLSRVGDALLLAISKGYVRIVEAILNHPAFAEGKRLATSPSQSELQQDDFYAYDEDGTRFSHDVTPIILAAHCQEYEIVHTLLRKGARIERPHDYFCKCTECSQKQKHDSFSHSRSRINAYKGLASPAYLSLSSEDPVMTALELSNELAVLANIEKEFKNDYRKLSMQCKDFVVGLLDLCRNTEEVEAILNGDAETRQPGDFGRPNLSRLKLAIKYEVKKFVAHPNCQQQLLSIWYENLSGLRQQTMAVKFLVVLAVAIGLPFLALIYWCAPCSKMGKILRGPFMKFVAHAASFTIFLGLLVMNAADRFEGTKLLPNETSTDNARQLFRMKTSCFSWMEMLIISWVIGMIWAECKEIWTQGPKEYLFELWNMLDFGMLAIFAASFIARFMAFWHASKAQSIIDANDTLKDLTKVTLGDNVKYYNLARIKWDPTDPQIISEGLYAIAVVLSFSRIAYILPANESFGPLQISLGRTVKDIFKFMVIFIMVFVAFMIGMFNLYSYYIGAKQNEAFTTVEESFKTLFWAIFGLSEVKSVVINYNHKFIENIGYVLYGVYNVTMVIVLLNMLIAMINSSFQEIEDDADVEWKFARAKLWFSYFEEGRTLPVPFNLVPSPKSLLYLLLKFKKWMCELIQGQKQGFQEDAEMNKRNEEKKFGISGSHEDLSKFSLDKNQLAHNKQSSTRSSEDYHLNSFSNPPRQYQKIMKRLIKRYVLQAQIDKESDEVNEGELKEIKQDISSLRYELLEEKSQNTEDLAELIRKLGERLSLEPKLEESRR
TMEM16A inh – blocks the mouse calcium-activated chloride channel TMEM16A; 310,000 compounds, 1.2% hits; HEK293 TMEM16A/YFP iodide influx fluorescence, ionomycin; normalized B-score (activity score, 25-100; higher = stronger inhibition) at 10 µM; Q8BHY3;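 active = ratio plate-corrected score three or more library SD toward inhibition, starting fluorescence score within five deviations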;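 note: score derived from kinetic fluorescence span divided by baseline fluorescence per well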
SKKanGAS inh – blocks kanamycin growth of S. pyogenes SKKanGAS strain; BacTiter-Glo, 6 h; inhibition, % at 7.5 µM; 300,000 compounds, 1.3% hits; AID 1662;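 active = mean replicate score, as percent of positive control median, at least 50; inconclusive = mean below 50 but one replicate at or above 50; inactive = mean and every replicate below 50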;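 note: strain carries kanamycin resistance gene driven by streptokinase promoter and grows in 40 µg/ml kanamycin; loss of luminescence reflects streptokinase promoter inhibition or plain growth inhibition; 0% = median of DMSO wells and 100% = positive control at its reference dose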
MrgX1 agonist – human MrgX1 receptor agonism, primary screen. AID 588627. Q96LB2. B-score at 10 µM. 310,000 compounds, 0.44% hits. MrgX1-HEK293 cells, Fluo-4 calcium fluorescence, agonist mode; stronger effect = higher value;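 active = calcium response B-score plate-corrected fluorescence ratio at least 3 library SD, with starting fluorescence B-score inside 5 SD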
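Test system: Stable human MrgX1 HEK293 cell line | Schedule: Overnight plating before 1 h dye loading | Read-out basis: Baseline-normalised fluorescence change ratio, B-scored | Detection: Kinetic calcium dye fluorescence, Fluo-4 NW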
MrgX1 antagonist – blocks BAM8-22 activation of human MrgX1 receptor | MRGX1-HEK293 calcium flux, Fluo-4, BAM8-22 antagonism; stronger effect = lower value | B-score at 10 µM | AID 588676 | 310,000 compounds, 1.3% hits | Q96LB2;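 active = calcium-response B-score plate-corrected more than 3 library SD below zero, starting fluorescence within 5 deviations, no agonist response on first addition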;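 note: peak minus trough fluorescence over baseline after final BAM8-22 challenge near maximal dose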
TRPC6 inhibitor – blocks the mouse TRPC6 cation channel. B-score at 10 µM. Q61143. HEK293-TRPC6, membrane potential dye, ACh-evoked depolarization; stronger effect = lower value. 310,000 compounds, 1.1% hits;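 active = B-score under library mean minus 3 SD, initial fluorescence not abnormally high, positive integrated signal ratio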;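 note: B-score derived from integrated fluorescence ratio over the kinetic read; more negative B-score means stronger inhibition of depolarization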
The depositor's hits bear a star. The order is random; any-hit rate near 6.7%.

How did Cc1cc(-c2nnc(CCC(=O)N3CCN(Cc4cccnc4)CC3)o2)c(C)o1 do in these assays?
MrgX1 allo act: inactive; ANO1 activ: inactive; RGS4 pot: inactive; HDAC3 inhib: inconclusive; RGS4 inh: inactive; TRPC6 activator: inactive; TMEM16A inh: inactive; SKKanGAS inh: 9; MrgX1 agonist: inactive; MrgX1 antagonist: inactive; TRPC6 inhibitor: inactive

How did COc1ccc(Cc2nnc(NC(=O)Nc3ccc(F)cc3)s2)cc1OC do in these assays?
MrgX1 allo act: inactive; ANO1 activ: inactive; RGS4 pot: inactive; HDAC3 inhib: 2; RGS4 inh: inactive; TRPC6 activator: inactive; TMEM16A inh: inactive; SKKanGAS inh: 0; MrgX1 agonist: inactive; MrgX1 antagonist: inactive; TRPC6 inhibitor: inactive

How did CC(=O)N(c1ccc2oc(=O)sc2c1)S(=O)(=O)c1ccccc1 do in these assays?
MrgX1 allo act: inactive; ANO1 activ: inactive; RGS4 pot: inactive; HDAC3 inhib: 5; RGS4 inh: inactive; TRPC6 activator: inactive; TMEM16A inh: inactive; SKKanGAS inh: -1; MrgX1 agonist: inactive; MrgX1 antagonist: inactive; TRPC6 inhibitor: inactive

Results for CC(=O)OCC(=O)C1(O)CCC2C3CCC4=CC(=O)C=CC4(C)C3C(O)CC21C (stereo not drawn) ?
MrgX1 allo act: inactive; ANO1 activ: inactive; RGS4 pot: inactive; HDAC3 inhib: 1; RGS4 inh: inactive; TRPC6 activator: inactive; TMEM16A inh: inactive; SKKanGAS inh: -10; MrgX1 agonist: inactive; MrgX1 antagonist: inactive; TRPC6 inhibitor: inactive

What do the screens show for `COc1ccc(Cl)cc1C(=O)NC(C)C`?
MrgX1 allo act: inactive; ANO1 activ: inactive; RGS4 pot: inactive; HDAC3 inhib: -1; RGS4 inh: inactive; TRPC6 activator: inactive; TMEM16A inh: inactive; SKKanGAS inh: 8; MrgX1 agonist: inactive; MrgX1 antagonist: inactive; TRPC6 inhibitor: inactive

How did Cc1ccc(C(=O)NCC2CCCO2)cc1N1CCCC1=O (stereo not drawn) do in these assays?
MrgX1 allo act: inactive; ANO1 activ: inactive; RGS4 pot: inactive; HDAC3 inhib: -3; RGS4 inh: inactive; TRPC6 activator: inactive; TMEM16A inh: inactive; SKKanGAS inh: 2; MrgX1 agonist: inactive; MrgX1 antagonist: inactive; TRPC6 inhibitor: inactive

Results for COc1cccc(/C=C2/SC(=S)N(CCC(=O)N3CCOCC3)C2=O)c1 ?
MrgX1 allo act: inactive; ANO1 activ: inactive; RGS4 pot: inactive; HDAC3 inhib: -1; RGS4 inh: inactive; TRPC6 activator: inactive; TMEM16A inh: inactive; SKKanGAS inh: 3; MrgX1 agonist: inactive; MrgX1 antagonist: inactive; TRPC6 inhibitor: inactive

How did Nc1ccc2c(c1)ncn2CCCn1cnc2cc(N)ccc21 do in these assays?
MrgX1 allo act: inactive; ANO1 activ: inactive; RGS4 pot: inactive; HDAC3 inhib: -4; RGS4 inh: inactive; TRPC6 activator: inactive; TMEM16A inh: inactive; SKKanGAS inh: 12; MrgX1 agonist: inactive; MrgX1 antagonist: inactive; TRPC6 inhibitor: inactive

What do the screens show for `CC1(c2ccccc2Cl)NC(=O)N(CC(=O)Nc2cccnc2Cl)C1=O` (stereo not drawn)?
MrgX1 allo act: inactive; ANO1 activ: inactive; RGS4 pot: inactive; HDAC3 inhib: -4; RGS4 inh: inactive; TRPC6 activator: inactive; TMEM16A inh: inactive; SKKanGAS inh: 15; MrgX1 agonist: inactive; MrgX1 antagonist: inactive; TRPC6 inhibitor: inactive

What do the screens show for `C/C(=N\NC(=O)c1c(Cl)c(C)nn1C)c1cccc(NC(=O)C2CCCC2)c1`?
MrgX1 allo act: inactive; ANO1 activ: inactive; RGS4 pot: inactive; HDAC3 inhib: -3; RGS4 inh: inactive; TRPC6 activator: inactive; TMEM16A inh: inactive; SKKanGAS inh: 3; MrgX1 agonist: inactive; MrgX1 antagonist: inactive; TRPC6 inhibitor: inactive

How did Cc1cccc(NC(=O)c2ccco2)c1C(=O)O do in these assays?
MrgX1 allo act: inactive; ANO1 activ: inactive; RGS4 pot: inactive; HDAC3 inhib: -1; RGS4 inh: inactive; TRPC6 activator: inactive; TMEM16A inh: inactive; SKKanGAS inh: -1; MrgX1 agonist: inactive; MrgX1 antagonist: inactive; TRPC6 inhibitor: inactive

Results for COc1cccc(C(=O)COc2cccc(NC(=O)c3cccc([N+](=O)[O-])c3)c2)c1 ?
MrgX1 allo act: inactive; ANO1 activ: inactive; HDAC3 inhib: -11; TMEM16A inh: inactive; MrgX1 agonist: inactive; MrgX1 antagonist: inactive

Results for CC1CCN(c2ccc(C(=O)N3CCOCC3)cc2[N+](=O)[O-])CC1 ?
MrgX1 allo act: inactive; ANO1 activ: inactive; RGS4 pot: inactive; HDAC3 inhib: -1; RGS4 inh: inactive; TRPC6 activator: inactive; TMEM16A inh: inactive; SKKanGAS inh: 4; MrgX1 agonist: inactive; MrgX1 antagonist: inactive; TRPC6 inhibitor: inactive

What do the screens show for `C/C(CC1CC(COCCC(C)C)OC1=O)=N\NC(N)=S` (stereo not drawn)?
MrgX1 allo act: inactive; ANO1 activ: inactive; RGS4 pot: inactive; HDAC3 inhib: 5; RGS4 inh: inactive; TRPC6 activator: inactive; TMEM16A inh: inactive; MrgX1 agonist: inactive; MrgX1 antagonist: inactive; TRPC6 inhibitor: inactive

Results for O=c1c(Cl)c(N2CCN(c3ccc(F)cc3)CC2)cnn1-c1nc2ccccc2s1 ?
MrgX1 allo act: inactive; ANO1 activ: inactive; RGS4 pot: inactive; HDAC3 inhib: 1; RGS4 inh: inactive; TRPC6 activator: inactive; TMEM16A inh: inactive; SKKanGAS inh: 6; MrgX1 agonist: inactive; MrgX1 antagonist: inactive; TRPC6 inhibitor: inactive

How did O=C(Nc1ccc(C(F)(F)F)cc1)C1CC(=O)N(c2ccc3c(c2)OCCO3)C1 (stereo not drawn) do in these assays?
MrgX1 allo act: inactive; ANO1 activ: inactive; RGS4 pot: inactive; HDAC3 inhib: 5; RGS4 inh: inactive; TRPC6 activator: inactive; TMEM16A inh: inactive; SKKanGAS inh: 7; MrgX1 agonist: inactive; MrgX1 antagonist: inactive; TRPC6 inhibitor: inactive

What do the screens show for `O=C(NC1CCCCC1)N1CCc2[nH]c3ccccc3c2C1`?
MrgX1 allo act: inactive; ANO1 activ: inactive; RGS4 pot: inactive; HDAC3 inhib: 0; RGS4 inh: inactive; TRPC6 activator: inactive; TMEM16A inh: inactive; SKKanGAS inh: -1; MrgX1 agonist: inactive; MrgX1 antagonist: inactive; TRPC6 inhibitor: inactive

How did CC(=O)c1ccc(NC(=O)C(C)OC(=O)CCN=C2NS(=O)(=O)c3ccccc32)cc1 (stereo not drawn) do in these assays?
MrgX1 allo act: inactive; ANO1 activ: inactive; RGS4 pot: inactive; HDAC3 inhib: 3; RGS4 inh: inactive; TRPC6 activator: inactive; TMEM16A inh: inactive; SKKanGAS inh: -7; MrgX1 agonist: inactive; MrgX1 antagonist: inactive; TRPC6 inhibitor: inactive

How did CCOc1ccc(Oc2nc(NCC(C)C)nc(OC)n2)nn1 do in these assays?
MrgX1 allo act: inactive; ANO1 activ: inactive; RGS4 pot: inactive; HDAC3 inhib: 1; RGS4 inh: inactive; TRPC6 activator: inactive; TMEM16A inh: inactive; SKKanGAS inh: -3; MrgX1 agonist: inactive; MrgX1 antagonist: inactive; TRPC6 inhibitor: inactive

How did COc1ccc(CNC(=O)c2ccc(Cn3cc(Cl)cn3)o2)cc1 do in these assays?
MrgX1 allo act: inactive; ANO1 activ: inactive; RGS4 pot: inactive; HDAC3 inhib: 2; RGS4 inh: inactive; TRPC6 activator: inactive; TMEM16A inh: inactive; SKKanGAS inh: -5; MrgX1 agonist: inactive; MrgX1 antagonist: inactive; TRPC6 inhibitor: inactive

How did O=C(NCc1ccc2c(c1)OCO2)C1CCN(c2ccc(S(=O)(=O)N3CCCC3)cc2)CC1 do in these assays?
MrgX1 allo act: inactive; ANO1 activ: inactive; RGS4 pot: inactive; HDAC3 inhib: -1; RGS4 inh: inactive; TRPC6 activator: inactive; TMEM16A inh: inactive; SKKanGAS inh: 2; MrgX1 agonist: inactive; MrgX1 antagonist: inactive; TRPC6 inhibitor: inactive

How did O=C1C(C2=NC(C(=O)O)C3C(=O)N(c4ccccc4)C(=O)C23)=C(O)c2ccccc21 (stereo not drawn) do in these assays?
MrgX1 allo act: inactive; ANO1 activ: inactive; RGS4 pot: inactive; HDAC3 inhib: 2; RGS4 inh: inactive; TRPC6 activator: inactive; TMEM16A inh: inactive; SKKanGAS inh: 5; MrgX1 agonist: inactive; MrgX1 antagonist: inactive; TRPC6 inhibitor: inactive

Results for NC(=O)C1CCCNC1 (stereo not drawn) ?
MrgX1 allo act: inactive; ANO1 activ: inactive; RGS4 pot: inactive; HDAC3 inhib: 7; RGS4 inh: inactive; TRPC6 activator: inactive; TMEM16A inh: inactive; SKKanGAS inh: -1; MrgX1 agonist: inactive; MrgX1 antagonist: inactive; TRPC6 inhibitor: inactive

Results for Cc1nc2cc(C(=O)N3c4ccccc4CC3C)ccc2s1 (stereo not drawn) ?
MrgX1 allo act: inactive; ANO1 activ: inactive; RGS4 pot: inactive; HDAC3 inhib: -6; RGS4 inh: inactive; TRPC6 activator: inactive; TMEM16A inh: inactive; SKKanGAS inh: 3; MrgX1 agonist: inactive; MrgX1 antagonist: inactive; TRPC6 inhibitor: inactive

How did Cc1ccc(NC(=O)COC(=O)c2ccccc2Cl)cc1S(=O)(=O)N(C)C do in these assays?
MrgX1 allo act: inactive; ANO1 activ: inactive; RGS4 pot: inactive; HDAC3 inhib: -1; RGS4 inh: inactive; TRPC6 activator: inactive; TMEM16A inh: inactive; SKKanGAS inh: -8; MrgX1 agonist: inactive; MrgX1 antagonist: inactive; TRPC6 inhibitor: inactive

What do the screens show for `COC(=O)COC(=O)CC(CC(N)=O)c1ccccc1` (stereo not drawn)?
MrgX1 allo act: inactive; ANO1 activ: inactive; RGS4 pot: inactive; HDAC3 inhib: 6; RGS4 inh: inactive; TRPC6 activator: inactive; TMEM16A inh: inactive; SKKanGAS inh: -2; MrgX1 agonist: inactive; MrgX1 antagonist: inactive; TRPC6 inhibitor: inactive
